NCOA3 inh = human NCOA3 inhibition. Q9Y6Q9. HEK293 GAL4-SRC3 luciferase reporter, luminescence. inhibition, % at 3.6 µM. actives 0.17% (n = 360,000);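 active = inhibition above a per-campaign cutoff, the mean of all compounds plus 3 SD, cut at about 60% in these data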;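 note: 0% = DMSO-treated cells and 100% = gossypol-treated cells at 36 µM; higher means less SRC3-driven luciferase light from the GAL4 reporter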
MC4R antag cAMP = blocks human MC4R cAMP signaling | MC4R-expressing cells, MTII-stimulated cAMP, LANCE TR-FRET | inhibition, % at 6.5 µM | AID 540295 | actives 0.48% (n = 360,000) | P32245;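 active = inhibition above its plate's cutoff, the mean of tested wells on that plate plus 3 SD, cut at about 29% in these data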;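 note: 0% = Melanotan II alone and 100% = Melanotan II plus saturating MCL0020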
Target sequence (P32245 whole entry, looked up): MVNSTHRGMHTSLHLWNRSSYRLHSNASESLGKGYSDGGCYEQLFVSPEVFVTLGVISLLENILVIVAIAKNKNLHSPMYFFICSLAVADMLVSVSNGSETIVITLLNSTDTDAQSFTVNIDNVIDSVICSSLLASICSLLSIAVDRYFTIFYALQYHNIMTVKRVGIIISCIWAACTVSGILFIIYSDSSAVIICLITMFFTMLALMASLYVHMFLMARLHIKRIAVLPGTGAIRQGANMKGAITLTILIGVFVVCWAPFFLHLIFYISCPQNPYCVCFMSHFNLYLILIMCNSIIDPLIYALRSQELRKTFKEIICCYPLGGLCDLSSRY
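Material – human MC4R-expressing U2OS cells · Repeats – no replicates · Detection – TR-FRET with Eu-cAMP and labeled anti-cAMP, 671 nm · Times – compound 30 min, challenge 1 h, detection 1 h · Compound – single nominal compound dose of 6.5 µM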
NR5A2 inv ag = suppresses constitutive activity of human LRH-1; O00482; inhibition, % at 3.6 µM; actives 0.13% (n = 360,000); HEK293T StAR-luciferase reporter, LRH-1 transfected, 24 h;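 active = inhibition above the mean inhibition of all tested compounds plus 3 SD, cut at about 73% in these data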;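 note: 0% = DMSO wells and 100% = reporter-only cells lacking LRH-1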
NOD2 RIPK2 PPI = blocks binding of human NOD2 to RIPK2; inhibition, % at 4.98 µM; AID 624267; CHO BLA complementation NOD2-RIPK2, CCF4 ratio; actives 0.38% (n = 360,000); in the data active = inhibition above about 21%;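 note: 0% = vehicle only and 100% = reference blocker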
Target sequence (O43353 whole entry, looked up): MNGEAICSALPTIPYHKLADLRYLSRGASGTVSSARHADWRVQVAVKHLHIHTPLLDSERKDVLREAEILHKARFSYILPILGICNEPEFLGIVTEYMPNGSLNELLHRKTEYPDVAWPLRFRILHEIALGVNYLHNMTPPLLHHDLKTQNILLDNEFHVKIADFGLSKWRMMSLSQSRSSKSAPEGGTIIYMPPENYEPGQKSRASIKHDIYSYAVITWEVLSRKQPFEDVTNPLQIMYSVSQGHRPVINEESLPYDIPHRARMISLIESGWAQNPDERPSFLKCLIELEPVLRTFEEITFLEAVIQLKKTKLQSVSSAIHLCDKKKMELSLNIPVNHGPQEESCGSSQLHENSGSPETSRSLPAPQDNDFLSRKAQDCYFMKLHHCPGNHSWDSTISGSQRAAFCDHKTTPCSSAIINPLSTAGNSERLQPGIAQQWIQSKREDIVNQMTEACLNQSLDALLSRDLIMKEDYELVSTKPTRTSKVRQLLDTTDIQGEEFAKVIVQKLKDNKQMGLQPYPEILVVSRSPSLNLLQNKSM
ABHD5 PLIN5 PPI = blocks binding of human ABHD5 to perilipin-5. Q00G26+Q8WTS1. Split G. princeps luciferase complementation, luminescence, 4 h. inhibition, % at 4 µM. actives 0.78% (n = 360,000). AID 602281;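 active = inhibition above the mean inhibition across every tested compound plus 3 SD, cut at about 22% in these data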;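 note: 0% = DMSO only wells and the 100% control is not disclosed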
SRC2 inh = human SRC2 (NCOA2) inhibition; Q15596; HEK293 GAL4-SRC2 luciferase reporter, luminescence; inhibition, % at 9 µM; actives 0.17% (n = 370,000); AID 651957;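 active = inhibition above the mean inhibition of all tested compounds plus 3 SD, set per campaign, cut at about 52% in these data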;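 note: 0% = DMSO treated cells and 100% = cells given Gossypol at 36 µM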
MC4R ag barr = human MC4R agonism via beta-arrestin; activation, % at 8.9 µM; U2OS MC4R beta-arrestin complementation, luminescence; percent of melanotan II response, DMSO zero; actives 0.98% (n = 360,000); P32245;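 active = activation above a per-plate cutoff, the mean activation of sample wells on that plate plus 3 SD, cut at about 8% in these data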
TLR9-MyD88 block = inhibitors of human TLR9-MyD88 binding; Q9NR96+Q99836; CHO BLA complementation TLR9-MyD88, CCF4 FRET ratio; inhibition, % at 4.98 µM; actives 0.21% (n = 340,000);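 active = inhibition above the mean over all tested compounds plus 3 SD, cut at about 21% in these data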;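 note: 0% = DMSO only wells and 100% = clavulanate BLA inhibitor control wells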
COUP-TFII inh = inhibitors of human COUP-TFII (NR2F2) | actives 0.7% (n = 370,000) | HEK293T NGFI-A luciferase reporter, luminescence | inhibition, % at 8.6 µM;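 active = inhibition above a per-plate cutoff, mean inhibition of test wells between control levels plus 3 SD, cut at about 38% in these data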;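 note: cells cotransfected with COUP-TFII expression vector driving the NGFI-A reporter; 0% = median of COUP-TF2 test wells and 100% = reporter-only cells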
NCOA1 inh = inhibits human SRC1 coactivator; Q15788; HEK293 GAL4-SRC1 luciferase reporter, luminescence; inhibition, % at 3.6 µM; actives 0.12% (n = 360,000);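 active = inhibition above the campaign mean plus 3 SD, with each screening campaign given its own cutoff, cut at about 60% in these data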;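 note: 0% = DMSO treated cells and 100% = gossypol at 36 µM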
LMP1 NFkB inh = reduces LMP1-driven NF-kappaB luciferase signal | LMP1-induced NF-kappaB luciferase reporter cells, luminescence | inhibition, % at 12.5 µM | actives 0.69% (n = 350,000) | AID 504558; in the data active = inhibition above about 41%;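 note: 0% = neutral control wells and 100% = reference inhibitor control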
* marks the source's active call; other numbers are inactive results; x = no result given. Only part of the results is shown; count on the stated rates, not on these rows.

SMILES	NCOA3 inh	MC4R antag cAMP	NR5A2 inv ag	NOD2 RIPK2 PPI	ABHD5 PLIN5 PPI	SRC2 inh	MC4R ag barr	TLR9-MyD88 block	COUP-TFII inh	NCOA1 inh	LMP1 NFkB inh
O=C(CCNC(=O)c1ccc(Br)cc1)Nc1ccccc1N1CCCC1	-13	1	7	-1	-1	-12	-0.1	1	-6	-16	-6
CCn1c(=O)c(C(=O)Nc2ccc(C)cc2)c(O)c2ccccc21	-19	4	11	-9	2	-11	-0.7	19	5	-20	-7
Cc1ccccc1-n1c(SCC(=O)NC2CC2)nc2ccccc2c1=O	-14	0	-3	-5	1	18	-0.1	0	-1	15	5
C[C@]12CC[C@H](O)C[C@@H]1CC[C@@H]1[C@@H]2CC[C@@]2(C)[C@H]1CCC(=O)[C@]21CCCO1	-17	7	16	10	-10	-2	-0.6	-9	3	-2	-21
Cc1ccc(C(=O)Nc2cccc(S(=O)(=O)N3CCCCC3)c2)cc1[N+](=O)[O-]	-1	19	-6	-6	-2	13	7.2	-2	11	-8	11
COc1ccc(C(C[N+](=O)[O-])c2c(C)[nH]n(-c3ccccc3)c2=O)cc1 (configuration not stated)	-14	-4	11	2	11	0	2.7	8	2	-19	2
O=C(C[n+]1ccn(CCCNP2(=O)C=C(c3ccccc3)OC(c3ccccc3)=C2)c1)c1cccs1	5	-3	-3	3	14	-9	-1.9	4	-8	3	1
COC(=O)c1ccsc1NC(=O)CN1CCN(c2ccc(F)cc2)CC1	-8	8	-27	-2	-3	-13	4.0	-27	4	6	7
COC(=O)CC(=O)CSc1nc(C)cc(C)c1C#N	12	2	2	4	0	-31	3.5	-4	-11	-9	7
COc1ccc(OCC(O)CNC(=O)c2ccc(Br)cc2)cc1 (configuration not stated)	0	5	-13	3	2	-9	-3.0	7	-7	-6	4
COc1ccc(C2=Nc3ccccc3NC(=O)C2N(CCCn2ccnc2)C(=O)c2cccc(S(C)(=O)=O)c2)cc1 (configuration not stated)	-15	x	-16	-6	2	-24	x	x	4	3	x
O=c1c2ccccc2nnn1CSc1nnc(-c2cccs2)n1Cc1ccccc1	-51	9	-26	-5	8	-29	0.0	0	3	-40	1
CSCCC(NC(=O)c1ccccc1)C(=O)OCC(=O)NCc1ccco1 (configuration not stated)	2	20	3	12	0	-29	1.3	-10	-18	-3	5
Cc1ccc(S(C)(=O)=O)cc1C(=O)OCC(=O)N1CCCC1=O	-32	5	4	2	6	11	-2.9	5	-15	-11	-2
CCOC(=O)c1ccc(NC(=O)c2nc[nH]c2C(=O)N(C)CCO)cc1	-20	-3	0	-4	6	-30	-0.1	1	9	-2	2
CCc1nc(SCc2cccnc2)c(C#N)cc1C	18	4	-6	-11	0	8	-0.2	-4	1	6	5
CCc1nc(SCC(=O)c2c[nH]c3ccccc23)n[nH]1	13	5	8	-1	-7	-8	-2.5	11	4	-14	-8
CCN1CCN(c2nc(C)nc3c2sc(=S)n3C)CC1	-6	-4	-6	4	5	16	-0.1	-5	-4	22	-3
O=C(O)CN=C1NC2(CCCCC2)Cc2ccccc21	-2	7	9	-5	2	3	-1.1	10	16	-11	5
Oc1cccnc1CCc1ccccc1	9	0	-15	-3	0	-59	-1.2	-4	4	-26	-2
CC1Cc2ccccc2N1c1ncnc2c1nnn2Cc1ccccc1Cl (configuration not stated)	6	9	-13	5	0	-7	0.3	-12	5	-23	0
CC(=O)c1ccccc1NC(=O)COC(=O)C1=NN(c2ccccc2)C(=O)CC1	6	3	-8	3	3	-3	0.1	2	-3	-7	4
Clc1ccccc1-c1nnc(-c2cccs2)o1	-102	3	-80	5	1	-38	-3.0	8	-32	-107	-26
CCNc1cc2n(c(=O)n1)CCc1cc(OC)c(OC)cc1-2	4	-13	-23	0	5	-6	0.3	-4	-17	-4	15
Cc1cc(C)c(C(O)c2ncc(-c3ccccc3C)[nH]2)c(C)c1 (configuration not stated)	3	1	-9	1	-2	6	-1.4	x	4	-8	x

(further entries)
SMILES	NCOA3 inh	MC4R antag cAMP	NR5A2 inv ag	NOD2 RIPK2 PPI	ABHD5 PLIN5 PPI	SRC2 inh	MC4R ag barr	TLR9-MyD88 block	COUP-TFII inh	NCOA1 inh	LMP1 NFkB inh
CCCc1cc(N2CCCC(C(=O)NCc3ccc4c(c3)OCO4)C2)n2ncnc2n1 (configuration not stated)	0	13	-3	-5	-2	-7	-1.6	3	23	2	-1
O=C(COC(=O)c1ccncc1)c1ccc(Br)cc1	1	0	-5	-20	-3	9	-1.4	-8	8	0	-6
CCCCN1C(=O)C(CC(=O)NCc2cccs2)CC(C(=O)N(CC)CC)=C1C (configuration not stated)	-8	8	0	-7	-2	-1	0.5	4	-7	17	-4
CCCn1c(N)c(N(CCOC)C(=O)c2ccc(N3CCCC3=O)cc2)c(=O)[nH]c1=O	-6	-3	-13	-3	-5	-12	-3.5	5	-10	-9	1
COc1ccc(CCN2C(=O)CS/C2=N/NC(=O)c2ccccc2F)cc1OC	5	7	0	-1	4	4	-0.3	2	-2	2	-13
COC(=O)c1cnc(N2CCCN(S(=O)(=O)c3ccc(C(F)(F)F)cc3)CC2)nc1C(F)(F)F	13	6	11	-6	9	-29	-1.0	-4	-4	1	2
CCc1cc2c(=O)n(-c3ccc(C)cc3)cnc2s1	-135	-5	-190	-13	-8	-40	-0.6	2	-27	-141	-20
COc1ccccc1CC(=O)Nc1ccccc1C(=O)O	17	5	-6	-4	-6	-5	2.9	-4	28	-3	-22
COc1ccc(-c2noc(N3CCCC(C(=O)Nc4ccccc4F)C3)n2)cc1 (configuration not stated)	-15	5	18	-12	-12	3	1.0	-9	-2	-18	-8
COc1ccccc1OCC(=O)Nc1sc2c(c1C(=O)NCC1CCCO1)CCC2 (configuration not stated)	-16	13	4	-4	7	18	2.2	6	0	4	-9
CN1C[C@@H]2C(c3ccccc3)C3(c4ccccc4)CC2(C3)[C@H]1c1ccccc1 (some centres not stated)	-20	-4	20	2	5	-16	4.5	1	5	6	-3
CC(/C=C/c1ccc2c(c1)OCO2)=N/NC(=O)COc1ccc(C)cc1	0	-1	3	-8	-6	-26	-2.1	1	12	19	1
COc1cccc(Cn2cnc3c(N)c(C)c(C)cc32)c1	11	-3	14	-5	-7	-2	0.9	-6	-2	6	-9
COc1ccc(C2NC(C(=O)O)Cc3c2[nH]c2ccccc32)cc1OC (configuration not stated)	-1	-3	3	13	2	-11	-2.8	8	10	-14	-7
CCOC(=O)c1sc(NC(=O)c2cccs2)cc1C	-76	5	-122	3	3	-46	0.3	-9	-23	-93	-36
CCCCNCCCCOc1ccccc1	-19	8	-10	-7	2	2	-0.6	8	2	-15	5
CCOc1ccccc1NC(=S)/C(=C(\[O-])c1ccc2c(c1)OCCO2)[n+]1ccc(CC)cc1	0	0	-11	-6	-7	-19	0.6	-3	-7	-4	-10
NC(=O)c1cccc(-c2ccnc3c2CC(C(=O)NCCC(F)(F)F)O3)c1 (configuration not stated)	4	2	2	6	-1	-12	-2.0	x	2	-18	x
CCCN1CCC(=NNc2ccc(C(=O)O)cc2)CC1	12	8	-1	-3	1	-15	-1.0	-3	16	9	-3
CCOc1ccc(NC(=O)CN(C)C(=O)c2cc(C)nc3ccccc23)cc1OCC	1	2	9	-5	14	-19	-1.3	-4	-20	12	1
COc1ccc(NC(=O)c2cc(-c3sc(NC(=O)c4ccccc4)nc3C)n(CCO)n2)cc1	x	x	23	10	3	16	x	x	10	x	x
CC(C)C[C@H]1CN=C(Nc2ccccc2)N1CC1CCC(C)CC1 (some centres not stated)	-7	6	-1	8	5	x	0.4	-3	x	-8	5
COc1cc2c(cc1NC(=O)CSc1nnc(Cc3cccs3)n1Cc1ccco1)oc1ccccc12	13	13	23	-2	6	x	-2.6	0	x	-14	-54
COc1ccc(NC(=O)CN(C)C(C)C(=O)NC(=O)NC2CCCCC2)cc1 (configuration not stated)	28	2	19	-7	12	-9	1.5	-7	13	-10	-12
COCC(=O)Nc1ccc(S(=O)(=O)NCC2CCCO2)cc1 (configuration not stated)	4	11	-3	6	-2	4	0.5	8	-9	20	-4

More structures.
SMILES	NCOA3 inh	MC4R antag cAMP	NR5A2 inv ag	NOD2 RIPK2 PPI	ABHD5 PLIN5 PPI	SRC2 inh	MC4R ag barr	TLR9-MyD88 block	COUP-TFII inh	NCOA1 inh	LMP1 NFkB inh
CC(=O)c1ccc(OC(C)C)c(Cc2c(O)nc(N)[nH]c2=O)c1	2	-3	14	-12	5	2	-0.8	10	5	-42	0
O=C(O)CCCN1C(=O)/C(=C\c2ccco2)SC1=S	23	4	10	1	0	47	-4.8	-7	44*	2	0
CCCc1nc(SCC(=O)N2CCCC2)c2c(=O)n(C)c(=O)n(C)c2n1	0	1	10	-17	9	3	0.1	0	-18	-30	-5
O=C(O)c1nn(-c2cccc(C(F)(F)F)c2)ccc1=O	13	0	-8	3	-4	5	-0.8	-13	0	10	5
Cc1ccc(CNC(=O)c2cccnc2)cc1	13	10	-9	-9	1	10	1.1	x	25	-19	x
COc1cc2c(C(=O)N(C)c3ccc(F)cc3)cn(C)c(=O)c2cc1OC	-1	-4	-18	-3	-1	2	-2.2	4	13	8	-3
Cc1ccc(S(=O)(=O)NC2=NCCC2)cc1	6	-4	4	-6	-5	-2	-1.9	2	5	-5	-7
CCNC(=O)CC1C(=O)N(c2ccc(C)cc2)C(=O)N1CCC(C)C (configuration not stated)	-9	1	-4	-1	0	-15	-0.3	0	3	8	14
CC1(C)CC(=O)C=C(C(=O)N2CCCC(CCC(=O)NCc3ccccc3F)C2)O1 (configuration not stated)	0	20	-21	7	0	-24	-0.6	-6	-14	-11	-1
CC1CC(C)(C)NC(=S)N1CCC(=O)N1c2ccccc2CC1C (configuration not stated)	25	-3	3	-8	9	24	3.4	-4	0	8	-2
CCOC(=O)c1ccc(NC(=O)CSC2=NC(=O)C(CC)C(=O)N2)cc1 (configuration not stated)	8	-3	16	0	1	-4	1.8	-1	-6	-21	-2
O=C(O)C12CC3CC(C1)CC(n1ncc(N4CCN(c5ccccc5)CC4)c(Cl)c1=O)(C3)C2	-3	4	-10	4	-1	14	0.6	-7	-11	9	-3
CCCn1c(C)cc(/C=C(\C#N)C(=O)OCC(=O)N(CC)c2c(N)n(Cc3ccccc3)c(=O)[nH]c2=O)c1C	-3	-4	9	2	-6	5	-0.2	5	17	-2	-8
CC(=O)N1CCN(c2cccc(C)c2C)CC1	10	-5	-12	-2	-2	23	-2.5	1	6	-4	-2
N#CCCN(Cc1ccccc1)C(=S)Nc1ccccc1	7	24	0	-11	-2	-4	0.1	-1	-1	1	-9
O=C(CN1CCN(C(=O)N2CCOCC2)CC1)Nc1cc(Cl)ccc1Cl	-13	6	12	-7	-4	-26	-0.6	-8	14	-20	5
